ASM inhibitor = blocks human secretory acid sphingomyelinase | P17405 | placental ASM, HMU-PC fluorogenic substrate, 60 min | Potency, µM (doses to about 57.5 µM), for inactives: at the highest dose activity change, negative = inhibition, most hits filed as inhibitors | 340,000 compounds, 0.006% hits | AID 504937; further: potency means the concentration at half of the fitted maximal effect
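Fluorogenic HMU-PC substrate (9 uM final) is turned over by placental ASM in 60 min at 37 C after a 10 min compound preincubation. Reaction ended by alkaline stop (pH 10), with fluorescence read at 386/447 nm.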
A-T KAP1 phos = potential ataxia-telangiectasia treatment; […] A-T fibroblasts, KAP-1 phosphorylation AlphaLISA; neocarzinostatin DNA damage 30 min before lysis; 320,000 compounds, 0.19% hits; Potency, µM (highest dose often 57.5 µM), for inactives: top-dose activation, usual class: activators; AID 485349; further: potency means the concentration at half of the fitted maximal effect; % of control where 0% means no effect; nearly all actives have a fitted effect of over 45% in size
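hTERT-immortalized A-T patient fibroblasts ([…]), 500 cells/well in OPTI-MEM, 1% FBS, got compounds for 60 min, then NCS for 30 min at 37C. Lysates were then assayed for phospho-KAP-1 by AlphaLISA (anti-pKAP1 donor, anti-KAP1 acceptor beads), 6 hr at 25C.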
Mito fusion yeast = mitochondrial division inhibition or fusion activation. Potency, µM (highest dose often 46.1 µM), for inactives: top-dose growth rescue (activation), most hits filed as activators. 320,000 compounds, 0.23% hits. S. cerevisiae fusion-defective mutant growth rescue, CellTiterGlo 48 h;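 further: potency means the concentration at half of the fitted maximal effect; % of control where 0% means no effect; nearly all actives have a fitted effect of over 45% in size; temperature-sensitive fusion mutants such as fzo1-1 at 37 °C on non-fermentable ethanol glycerol medium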
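Luminescent cell viability in 1536-well qHTS format served as the measure of rescued growth in ts fusion-mutant S. cerevisiae cultured on non-fermentable YPEG for 48 hours at 37C.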
TCR act = activates T cell receptor signaling; primary human leukocytes, anti-CD3, IL-2 HTRF, 48 h; Potency, µM (series often up to 9.22 µM), inactives show at the highest dose activation of IL-2 secretion, actives largely listed as activators; 330,000 tested, under 10 active; further: % of control where 0% means no effect
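Primary human leukocytes were stimulated with a-CD3 beads plus compounds for 48 hr without co-stimulation; secreted IL-2 was quantified by HTRF using a-IL-2-K (europium cryptate) and a-IL-2-d2, excited at 320nm with acceptor emission read at 665nm.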
TSHR antag = antagonists of human thyroid stimulating hormone receptor; P16473; TSHR-expressing cells, TSH-stimulated cAMP HTRF, 2 h; stronger effect = lower value; activity change, negative = inhibition, % at 11.5 µM; 330,000 compounds, 0.2% hits; AID 504810;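 active means activity change below a set negative limit, meaning inhibition stronger than a set level, cut at about -70% in these data; inconclusive means activity change between two set negative limits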; further: on the % scale 0 is the no-effect control and ±100 the full control effect
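TSHR-expressing cells were treated with compounds, then stimulated with TSH at EC80 (4nM final) for 2 hours at 37 deg C. Cellular cAMP was measured by HTRF competition between lysate cAMP and cAMP-d2 for a cryptate-labelled anti-cAMP antibody.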
a7 integrin act = activators of alpha7 integrin expression for muscular dystrophy; alpha7betagal myoblasts, beta-gal FDG fluorescence, 48 h; Potency, µM (highest dose often 38.3 µM), inactives show at the highest dose activation, usual class: activators; 350,000 compounds, 0.064% hits; AID 624291;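 further: potency means the concentration at half of the fitted maximal effect; 100% = response of the positive control SU9516; nearly all actives have a fitted effect of over 60% in size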
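alpha7betagal+/- myoblasts (passage 13, 250/well) treated 48 h at 37C with compounds at 1:260 dilution of DMSO stock. Lysed, then beta-galactosidase activity read as FDG fluorescence (ex 480/em 540) after 30 min, with pre-read for autofluorescence.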
MLL CXXC-DNA inh = MLL CXXC-DNA interaction inhibition. Q03164. MLL-CXXC / FITC-HOXA9 DNA fluorescence polarization. Potency, µM (series often up to 115 µM), without a hit: at the top dose activity change, negative = inhibition, most hits filed as inhibitors. 290,000 compounds, 0.037% hits. AID 2662; active means well fitted inhibition curve with a large enough effect in the polarisation, with a control signal flat, not every such curve was filed as active; inconclusive means small, poorly fitted or top-dose-only effect, or effect the other way, or a change in a side signal; inactive means no such curve, though single readings can be large or run the other way; the % refers to the polarisation; further: potency means the concentration at half of the fitted maximal effect
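Fluorescence polarization: 7 uM MLL-CXXC (stock) preincubated 5 min with compounds, then 50 nM fluorescein-HOX-A9 DNA (stock) added; 30 min ambient. Buffer 50 mM Tris-HCl pH 7.5, 50 mM NaCl, 1 mM DTT, 0.05% BSA.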
MBNL1-CUG inh = MBNL1-poly(CUG) RNA binding inhibition; Q9NR56; TR-FRET MBNL1-His/biotin-(CUG)12 binding, 665/545 ratio; Potency, µM (top dose mostly 57.5 µM), for the others: at the highest dose activity change, negative = inhibition, most hits filed as inhibitors; 280,000 compounds, 0.036% hits; active means well fitted inhibition curve with a large enough effect in the signal ratio, with a control signal flat, not every such curve was filed as active; inconclusive means small, poorly fitted or top-dose-only effect, or effect the other way, or a change in a side signal; inactive means no such curve, though single readings can be large or run the other way; the % refers to the signal ratio; further: potency means the concentration at half of the fitted maximal effect; on the % scale 0 is the no-effect control and ±100 the full control effect
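TR-FRET between His-tagged MBNL1 and biotin-(CUG)12 RNA, detected with Tb anti-His antibody (0.055 ng/ul) and streptavidin-XL665 (5 nM), 60 min at room temperature. Compounds titrated 92 nM to 58 uM; 665/545 nm ratio normalized to buffer and complex controls.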
TSG101-PTAP inh = blocks PTAP/TSG101 interaction to inhibit HIV-1 budding; Fluorescence polarization, FITC-PTAP peptide / Tsg101 binding; Potency, µM (top dose mostly 115 µM), for inactives: at the top dose activity change, negative = inhibition, actives largely listed as inhibitors; 340,000 tested, under 10 active; AID 493005; active means well fitted inhibition curve with a large enough effect in the main read-out, with a control signal flat, not every such curve was filed as active; inconclusive means small, poorly fitted or top-dose-only effect, or effect the other way, or a change in a side signal; inactive means no such curve, though single readings can be large or run the other way; further: potency means the concentration at half of the fitted maximal effect; % of control where 0% means no effect
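Steps: Tsg101 binding domain dispensed (10 uM final), compounds pinned in DMSO, FITC-labeled PTAP-motif peptide added (50 nM final); after 20 min binding at room temperature, polarization measured.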
Menin-MLL TR inh = menin-MLL binding inhibition, Texas Red mutant peptide; O00255; Menin + Texas Red MLL mutant peptide, fluorescence polarization; Potency, µM (series often up to 61.6 µM), without a hit: top-dose FP activity change, negative = inhibition, hits mostly inhibitors; 270,000 compounds, 0.23% hits; AID 1768; active means well fitted inhibition curve with a large enough effect in the polarisation, with a control signal flat, not every such curve was filed as active; inconclusive means small, poorly fitted or top-dose-only effect, or effect the other way, or a change in a side signal; inactive means no such curve, though single readings can be large or run the other way; the % refers to the polarisation; further: potency means the concentration at half of the fitted maximal effect; % of control where 0% means no effect; many of its hits are not listed in these tables
* marks the source's active call; other numbers are inactive results; ? = inconclusive; · = no result given; [ ] = another dose, or the depositor's remark. Unless noted, the call rests on the fitted dose curve; in most records, active means well fitted curve in the direction sought with a large enough effect; inconclusive means small, poorly fitted or top-dose-only effect, or another doubt; inactive means no such curve, though single readings can be large; an effect the other way counts as inactive or inconclusive. This is a subset, so the mix of outcomes need not match the whole.

SMILES | ASM inhibitor | A-T KAP1 phos | Mito fusion yeast | TCR act | TSHR antag | a7 integrin act | MLL CXXC-DNA inh | MBNL1-CUG inh | TSG101-PTAP inh | Menin-MLL TR inh
CC(=O)c1c(C)oc(C)c1CSCc1ccc(C(=O)O)o1 | 5% | -1% | -5% | 6% | -3 | 0% | 5% | -5% | -5% | -8%
CCOC(=O)Nc1ccc(S(=O)(=O)Nc2nccc(C)n2)cc1 | 5% | 6% | -7% | -2% | 2 | 9% | 8% | 3% | -3% | -15%
OC1CCCN(Cc2ccc3ccc4cccc5ccc2c3c45)C1 (stereo not drawn) | -8% | 17% | -11% | 5% | -3 | -53%[inhibitor] | 20% | ? | -1% | 1%
O=C(O)C1CCCN1C(=O)OCc1ccccc1 (stereo not drawn) | 0% | -4% | 0% | · | 3 | 14% | -3% | -3% | -4% | -11%
Cc1cccc(N2CCN(C(=O)c3cn4ccccc4n3)CC2C)c1 (stereo not drawn) | 0% | 0% | 6% | -2% | 21 | -19% | -3% | 10% | -3% | -15%
CCOc1ncccc1C(=O)OCC(=O)N1CCc2ccccc21 | 1% | 4% | -2% | · | 1 | -10% | 7% | 1% | -2% | -1%
CCn1c(C)cc(=S)c2ccccc21 | 0% | -7% | -8% | -10% | 3 | -6% | 2% | ? | -2% | ?
CS(=O)(=O)Nc1ccccc1C(=O)NCCSc1ccc(Cl)cc1 | -3% | 4% | -1% | 2% | 3 | -13% | -10% | -1% | 1% | 11%
CC1CCc2c(cnc3ncnn23)C1 (stereo not drawn) | 2% | -9% | -4% | 7% | -3 | 5% | 7% | 3% | -3% | ·
CCC1(C)Cc2ccccc2-c2nc(NCCCO)[nH]c(=O)c21 (stereo not drawn) | 61%[activator] | 4% | -1% | 5% | 1 | 1% | -3% | -7% | -1% | ·
CC1CCC(NC(=O)C2CC(O)CN2S(=O)(=O)c2ccc([N+](=O)[O-])cc2)CC1 (stereo not drawn) | -2% | 6% | · | 2% | · | -15% | · | · | -1% | ·
CC(CCCC(C)(C)O)NCc1cn[nH]c1-c1ccc2c(c1)OCO2 (stereo not drawn) | 9% | -4% | 1% | 7% | -6 | -4% | 1% | 8% | -2% | -11%
COc1ccc(N2CCCn3c2nc2c3c(=O)n(CCN3CCOCC3)c(=O)n2C)cc1 | 0% | 3% | 11% | 4% | 12 | -9% | 9% | -10% | -3% | 6%
Cc1ccc(NS(=O)(=O)c2cccc(C(=O)NCCCN3CCCC3=O)c2)cc1 | -3% | -5% | -1% | 7% | 8 | -21% | · | · | -2% | ·
Cc1ccc(S(=O)(=O)NCC(=O)OCC(=O)N2C(C)CCCC2C)cc1 (stereo not drawn) | 0% | 9% | · | 11% | -2 | -2% | · | · | -8% | ·
Cn1c(=O)oc2cc(S(=O)(=O)N3CCC(C(=O)NCc4ccccc4Cl)CC3)ccc21 | 5% | 5% | -1% | 0% | -8 | ? | 9% | -4% | -1% | ?
Cc1ccc(N2CC(C(=O)N3CCOCC3)CC2=O)cc1Cl (stereo not drawn) | 0% | -8% | -4% | -4% | -7 | ? | -4% | 1% | -5% | -8%
NC(=O)c1c(NC(=O)CN2C(=O)CCC2=O)sc2c1CCCCC2 | 0% | -14% | -6% | 6% | 23 | -24% | -2% | -9% | -6% | 14%
CCc1ccc(C(=O)NNC(=O)c2ccc3c(=O)n4c(nc3c2)CCC4)cc1 | · | 13% | 0% | 0% | -17 | -16% | 3% | -1% | 0% | ·
Cc1ccc(S(=O)(=O)N(CCC#N)CCN2CCCC2)cc1 | 0% | -5% | 1% | 0% | -2 | 15% | 3% | -5% | -3% | -2%
CCOC(=O)c1c(NC(=S)NC(=O)/C=C/c2cccs2)sc(C)c1C | 2% | -4% | 2% | -2%[46.1 µM] | 21 | 0% | ? | -20% | 7% | ?
O=C(CN1CCN(C2CCCCC2)CC1)Nc1ccccc1-c1ccccc1 | 0% | · | -5% | -3% | 3 | -26% | -3% | ? | -11% | -26%
COc1ccccc1N1CCN(C(=O)CNC(=O)Cn2cnc3sc(C)c(C)c3c2=O)CC1 | 2% | -4% | -3% | -2% | 18 | -14% | 6% | -3% | 0% | -9%
CCCc1cc(=O)[nH]c(SCC(=O)N(CC)Cc2ccccc2)n1 | 1% | 6% | 3% | 1% | 29 | -4% | -8% | 4% | -6% | -10%
CCn1c(SCC(=O)c2ccccc2)nnc1-c1cccs1 | -1% | 3% | -1% | 1% | 21 | 10% | -3% | 2% | -4% | 8%
CC(C)c1nc2ccc(NC(=O)C34CC5CC(CC(C5)C3)C4)cc2[nH]1 | -2% | 0% | 7% | -6% | 0 | 3% | -1% | -3% | -5% | -8%
O=C(c1ccccc1)N1CCN=C1SCc1ccc([N+](=O)[O-])cc1 | -2% | 1% | 3% | 1%[46.1 µM] | -4 | -9% | 30% | -1% | 1% | 0%
CC12CS(=O)(=O)CC1SC(=S)N2Cc1ccccc1 (stereo not drawn) | 5% | 7% | -4% | -4% | -1 | -5% | -4% | -9% | 0% | 10%
O=C(NCCO)c1ccc2c3n(nc2c1)-c1ccccc1CO3 | 19% | 16% | -28% | -3% | 7 | 11% | 3% | ? | -3% | ·
OCC[C@@H]1C[C@@H](O)[C@H](O)[C@@]2(CCCCO2)O1 | -2% | · | · | 0% | · | 7% | · | · | -6% | ·
Cc1cc(C)nc(SCC(=O)N/N=C/c2ccc3c(c2)OCO3)n1 | 2% | 14% | 2% | 2% | 10 | 10% | 6% | -2% | · | ·
Nc1nonc1-n1nnc(C(=O)N/N=C/c2ccccc2Cl)c1-c1ccccc1 | -3% | -5% | 1% | -3% | -6 | 11% | 11% | 2% | 2% | ·
Cc1ccc(-n2c(Cc3ccccc3)n[nH]c2=S)cc1 | 1% | -4% | -8% | 2% | 2 | -22% | 8% | -12% | -4% | 23%
c1ccc(Nc2nc(Nc3ccccc3)nc(N3CCNCC3)n2)cc1 | -9% | 5% | -17% | 4% | -8 | -42% | 53%[activator] | 0% | 1% | -2%
COc1ccc(C2C3=C(CC(C)(C)CC3=O)Nc3c2c(=O)[nH]c(=O)n3Cc2ccccc2)cc1OC (stereo not drawn) | · | 26% | 0% | 1% | 0 | -32% | -1% | 4% | -2% | -1%
COc1ccc(/C=C/C(=O)c2ccccc2O)cc1CN1CCOCC1 | 0% | 1% | -3% | 1% | -7 | -28% | -6% | -2% | 0% | -3%
COc1ccccc1-c1sc2cc3c(cc2c1C#Cc1ccccn1)OCO3 | 303%[activator] | 10% | -17% | 7% | 18 | -3% | · | · | -7% | ·
CC(=O)OCCNc1cc(SCc2ccco2)c2nonc2c1[N+](=O)[O-] | -15% | 5% | 19% | -2%[46.1 µM] | -15 | -13% | 3% | ? | -2% | ?

Single records (already shown). Values in the order: ASM inhibitor | A-T KAP1 phos | Mito fusion yeast | TCR act | TSHR antag | a7 integrin act | MLL CXXC-DNA inh | MBNL1-CUG inh | TSG101-PTAP inh | Menin-MLL TR inh
`COc1ccc(N2CCCn3c2nc2c3c(=O)n(CCN3CCOCC3)c(=O)n2C)cc1` as listed: 0% | 3% | 11% | 4% | 12 | -9% | 9% | -10% | -3% | 6%
`c1ccc(Nc2nc(Nc3ccccc3)nc(N3CCNCC3)n2)cc1` as listed: -9% | 5% | -17% | 4% | -8 | -42% | 53%[activator] | 0% | 1% | -2%
`Cc1cccc(N2CCN(C(=O)c3cn4ccccc4n3)CC2C)c1` (stereo not drawn) as listed: 0% | 0% | 6% | -2% | 21 | -19% | -3% | 10% | -3% | -15%

Shown with values under each structure: 2 of the compounds above
Fields – ASM inhibitor | A-T KAP1 phos | Mito fusion yeast | TCR act | TSHR antag | a7 integrin act | MLL CXXC-DNA inh | MBNL1-CUG inh | TSG101-PTAP inh | Menin-MLL TR inh
Cc1cc(C)nc(SCC(=O)N/N=C/c2ccc3c(c2)OCO3)n1
→ 2% | 14% | 2% | 2% | 10 | 10% | 6% | -2% | · | ·
Cc1ccc(N2CC(C(=O)N3CCOCC3)CC2=O)cc1Cl (stereo not drawn)
→ 0% | -8% | -4% | -4% | -7 | ? | -4% | 1% | -5% | -8%

Compound activity as filed in PubChem BioAssay.
